# LDHA inh = inhibitors of human lactate dehydrogenase A. activity change, % (values are at about 110 or 230 µM). actives 0.15% (n = 480,000). P00338. purified LDHA, NADH/diaphorase-resazurin fluorescence; stronger effect = lower value. AID 1347041; in the data active means activity change below about -30%;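 further: plate controls were DMSO wells for no effect and wells without enzyme for full effect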
#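 Human LDH5 (2 nM) was incubated with 0.06 mM NADH and 0.2 mM pyruvate for 5 min at room temperature in Tris pH 7.4. Remaining NADH was coupled through diaphorase/resazurin, and resorufin fluorescence was read at 0 and 20 min.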
# Numbers without * were called inactive; & = joins results of further samples.
no.	LDHA inh	SMILES
1	0	COc1ccc(NC(=O)CSc2nnc3ccccn23)cc1S(=O)(=O)N1CCCCC1
2	11	Cc1ccccc1NC(=O)CN(Cc1ccc2c(c1)OCO2)C1CCCC1
3	6	COc1cccc2cc(-c3cc(=O)oc4c(C)cc(C)cc34)oc12
4	-2	Fc1ccc(CN2CCCN(c3nnnn3-c3ccccc3)CC2)cc1
5	-3	CCOC(=O)[C@]12CCC=C1N(Cc1ccc3c(c1)OCO3)C(=O)[C@H](CC(=O)NCCc1ccccc1OC)C2
6	5	COc1cccc(NC(=O)c2ncoc2-c2cccs2)c1
7	8	Cc1cc(C(=O)CCC(=O)O)c(C)s1
8	-1	Cn1cc(C(=O)N2CCN(Cc3cccc4ccccc34)CC2)c(-c2ccc3c(c2)OCCCO3)n1
9	4	COc1ccccc1C(=O)Sc1ccc(Cl)cc1
10	12	CC(Cc1cccc(F)c1)C(=O)N1CCC(C(=O)N2CCN(C)CC2)CC1 (stereo not drawn)
11	6	CCCCCSc1nc2c(c(=O)n(C)c(=O)n2C)n1C/C=C/c1ccccc1
12	-9	Cc1cccc(C)c1NC(=O)C(c1ccncc1)N1CCN(C)CC1 (stereo not drawn)
13	-8	O=C(Nc1cccc(F)c1)c1nnc(CSCC(=O)N2CCN(c3ccccc3)CC2)s1
14	6	CCOC(=O)[C@]12CCCC=C1N(Cc1ccc(Cl)cc1Cl)C(=O)[C@H](CC(=O)NCc1ccc(C)o1)C2
15	1	CCOc1ccc(/C=C/c2nc(C#N)c(N3CCC(C(N)=O)CC3)o2)cc1
16	-2	FC(F)(F)c1cc(Cl)c2nnc(SCc3cccc(Br)c3)n2c1
17	-1	Cc1cc(C(=O)NCCN(C)C)c2ccccc2n1
18	0	Fc1ccc(/C=C2\CCCC3=C2N=C2SC=C(c4ccccc4)N2C3c2ccc(F)cc2)cc1 (stereo not drawn)
19	3	O=C1CC2(C(=O)Nc3c(Cl)cccc32)c2cnn(Cc3ccccc3Cl)c2N1 (stereo not drawn)
20	3	O=C(/C=C/c1ccc(F)cc1)Nc1ccccc1-c1ccccc1
21	7	CCOC(C)C(=O)NN (stereo not drawn)
22	5	CC1CCC(C(C)C)C(OC(=O)COC(=O)c2ccc3c(c2)OCO3)C1 (stereo not drawn)
23	1	O=S1(=O)CCN2C(c3ccccc3Cl)=CSC2=N1
24	-2	N#CC1(NC(=O)CSc2nccn2C2CC2)CCCC1
25	15	Cc1ccc2c(C)c(CCC(=O)NCc3ccc4c(c3)OCO4)c(=O)oc2c1
26	11	CC(OC(=O)c1ccc(CCNS(C)(=O)=O)cc1)C(=O)N(C)C (stereo not drawn)
27	0	N#Cc1cccnc1Sc1ccc(F)c(Cl)c1
28	3	Cn1nc(C(=O)OCCOc2ccc(Cl)cc2)c2ccccc2c1=O
29	2	O=C(O)CC1(CC(=O)N2CCC(Cc3ccccc3)CC2)CCCC1
30	-9	Cc1ccc(-c2cnc(SCC(=O)Nc3ccc(Br)cc3)o2)cc1C
31	15	O=C(CCc1ncc(-c2ccc(Cl)cc2)o1)Nc1ccc(F)cc1
32	5	CCC(=O)Nc1cc(-c2nc3cc(OC)ccc3o2)ccc1C
33	1	CCCCOCCCNC(=O)CCC(=O)NCCC1=CCCCC1
34	4	COc1ccc(-c2nnc(SCc3nc(-c4ccco4)no3)n2CCc2ccccc2)cc1
35	0	CC1CCN(c2ccc3nnc(CCC(=O)NCC4CCN(Cc5ccc(F)cc5)CC4)n3n2)CC1
36	7	Cc1ccccc1-c1nnc(SCC(=O)Nc2nncs2)n1C
37	-9	CCN(CC(=O)Nc1ccccc1C(F)(F)F)C(=O)c1cc(=O)c2cc(C)ccc2o1
38	-1	Cc1ccsc1CNC(=O)c1nccnc1N
39	4	COc1cc(C2C3=C(CCCC3=O)Nc3nc(SC)nn32)ccc1O (stereo not drawn)
40	-18	O=C(OCC(=O)c1c[nH]c2ccccc12)c1cccs1
41	-6	O=C(Nc1cccnc1)c1cc(=O)c2ccccc2o1
42	10	CC(OC(=O)c1nn(C)c(=O)c2ccccc12)C(=O)c1ccc(C(C)(C)C)cc1 (stereo not drawn)
43	0&0	CC(C)(C)n1nnnc1C(c1ccccc1)N1CCN(c2ncccc2C(F)(F)F)CC1 (stereo not drawn)
44	-3	N#Cc1cn(CC(=O)Nc2ccc(F)c(F)c2)c2ccccc12
45	7	CC(C)(C)c1ccc(C(=O)N(C2CCCCC2)C2CCCCC2)cc1
46	-6	Cc1ccc(/C(=N\NC(=O)C(C)C)c2ccccc2)cc1
47	3	O=C(COc1ccc2c(-c3ccccc3)cc(=O)oc2c1)NC1CCCC1
48	-7	O=C(Nc1ccc(F)cc1)N1c2ccccc2Sc2ccccc21
49	0	COCc1ccccc1CNC(=O)c1nccnc1N
50	-3	CSc1cccc(NC(=O)Cc2ccc(Cl)cc2)c1
51	5	COc1ccc(Cc2nnc(Nc3cccc(C)c3)[nH]c2=O)cc1OC
52	-7	Cc1cccc(C(C)C)c1NC(=O)COc1ccc(C(=O)Nn2c(C)ccc2C)cc1
53	7	Clc1ccc2c3c([nH]c2c1Cl)CCC3
54	6	Cc1cc(/C=C/C(=O)c2cccc(Br)c2)cc(C)c1O
55	1	COc1cc(CC(=O)OCc2c(F)cccc2Cl)cc(OC)c1OC
56	-2	O=C(O)C/C(=C/c1cccc(Br)c1)c1nc2ccccc2s1
57	8	O=C(Nc1ncc(Cc2ccc(Cl)cc2)s1)C1=Cc2ccccc2OC1
58	-1	CC(C)c1nnc(NC(=O)c2cc(=O)c3cc(Cl)ccc3o2)s1
59	8	Fc1cccc(CSc2nnc(-c3c[nH]c4ccccc34)n2C2CC2)c1F
60	5	CC1CCCC(NC(C(=O)NC2CC2)c2ccccc2)C1C (stereo not drawn)

# Arranged by value in LDHA inh (ascending): 7 from the list above.
no.	LDHA inh	SMILES
41	-6	O=C(Nc1cccnc1)c1cc(=O)c2ccccc2o1
5	-3	CCOC(=O)[C@]12CCC=C1N(Cc1ccc3c(c1)OCO3)C(=O)[C@H](CC(=O)NCCc1ccccc1OC)C2
29	2	O=C(O)CC1(CC(=O)N2CCC(Cc3ccccc3)CC2)CCCC1
47	3	O=C(COc1ccc2c(-c3ccccc3)cc(=O)oc2c1)NC1CCCC1
60	5	CC1CCCC(NC(C(=O)NC2CC2)c2ccccc2)C1C (stereo not drawn)
11	6	CCCCCSc1nc2c(c(=O)n(C)c(=O)n2C)n1C/C=C/c1ccccc1
26	11	CC(OC(=O)c1ccc(CCNS(C)(=O)=O)cc1)C(=O)N(C)C (stereo not drawn)

# Carrying on:
no.	LDHA inh	SMILES
61	-6	Cc1ccc(NC(=O)CSc2n[nH]c(=O)c3cc(-c4ccco4)nn23)c(Br)c1
62	-10	O=C(COc1ccc(Br)cc1)Nc1ccc2c(=O)c3ccccc3oc2c1
63	3	CC(C)(C)C(=O)N1CCC(C(=O)N2CCN(c3ccccc3F)CC2)CC1
64	-1	CCCCCNC(=O)C12CC3CC(CC(NC(C)=O)(C3)C1)C2
65	0	O=C(NCc1cccnc1)c1ccccc1NS(=O)(=O)c1ccc2[nH]c(=O)[nH]c2c1
66	0	CC(C)(C)c1ccc(C(=O)Nc2ccc(F)c(Cl)c2)cc1
67	0	CCOC(=O)C1CCCN(S(=O)(=O)c2cc(-c3nc(-c4ccc(Cl)cc4)no3)sc2C)C1 (stereo not drawn)
68	8	C=CCn1c(Oc2ccc(OC)cc2)nc2c1c(=O)n(C)c(=O)n2C
69	10	CC(C)c1cnc2c(c1SC1CCCC1)c(=O)n(C)c(=O)n2C
70	-5	Cc1nc(C)c(C(=O)OC(C)C(=O)C23CC4CC(CC(C4)C2)C3)s1 (stereo not drawn)
71	1	CC(=O)Oc1ccc(-c2cnc3ccccc3n2)cc1
72	-12	CC(NC(=O)/C(=C/c1ccc(Cl)cc1)NC(=O)c1ccco1)C(=O)O (stereo not drawn)
73	1	O=C(NCC(=O)N(Cc1cccs1)C1(C(=O)NC2CCCCC2)CCCCC1)c1ccccc1
74	-8	CC(NC(=O)NCC1CCCC1)C(=O)NC(C)(C)C (stereo not drawn)
75	9	COc1ccc(C(=O)NC2CCCC2)cc1OC
76	19	O=C(COC(=O)c1cc(=O)[nH]c2ccccc12)Nc1ccccc1
77	-3	CC(C)C(=O)N1CCC(C(=O)NCC2(c3ccccc3)CC2)CC1
78	-1	CCn1c(C(C)(C)Oc2ccc(Cl)c(C)c2)n[nH]c1=S
79	6	CN(CC(=O)NC(C)(C)C)C(=O)CCc1ncc(-c2ccccc2F)o1
80	-3	O=C(Cc1ccccc1Cl)NCc1cccc(C(=O)Nc2ccccc2)c1
81	0	Cc1ccc2c(Cl)cc(Cl)c(OCC(=O)NC3(C#N)CCCCC3)c2n1
82	-6	N#Cc1ccc2[nH]cc(C=O)c2c1
83	9	COc1cc(C(=O)Oc2ccccc2C#N)cc(Cl)c1OC(C)C
84	-2	CC(NC(=O)CSc1nnc(COc2ccc(Cl)cc2)n1C)c1ccc2ccccc2c1 (stereo not drawn)
85	11	Cc1cccc2c(C(=O)O)cc(-c3ccc(-c4ccccc4)cc3)nc12
86	6	CC(C)C(=O)NC(Nc1cccc(Cl)c1Cl)C(Cl)(Cl)Cl (stereo not drawn)
87	0	CCCCCCCCN1C(=O)[C@H](CC(=O)NCCCOCCCC)C[C@@]2(C(=O)OC)CC(C)(C)CC=C12
88	3	c1ccc(CNCCCn2ccnc2)cc1
89	9	Cn1c(=O)c2c(nc(NCc3ccc4c(c3)OCO4)n2Cc2c(Cl)cccc2Cl)n(C)c1=O
90	2	CN(C(=O)CCC1CCCCC1)C1(c2ccccc2Cl)CCCCC1=O (stereo not drawn)
91	-4	CC(=O)N1CCCc2cc(S(=O)(=O)NCc3cccs3)ccc21
92	-16	Oc1ccccc1C=Nc1cc(C(F)(F)F)ccc1Oc1ccc(Cl)cc1
93	2	COc1ccc(-c2c(C)c3cc(OS(=O)(=O)c4ccc(F)cc4)ccc3oc2=O)cc1OC
94	-5	CC(C)(C)n1nnnc1C(c1ccccc1)N1CCCN(Cc2ccc(F)cc2)CC1 (stereo not drawn)
95	10	COc1ccccc1OCC(=O)Nc1ccc2oc(C)nc2c1
96	-8	CCCCNC(N)=S
97	8	CC1CCC(=NO)CC1 (stereo not drawn)
98	0	CN(Cc1cccc(C(F)(F)F)c1)C1CCN(C(=O)c2cncc(Br)c2)CC1
99	3	CCCCc1cc(=O)oc2cc(OC(C)C(=O)NCc3cccnc3)c(Cl)cc12 (stereo not drawn)
100	-10	CN(Cc1ccccc1Br)C(=O)CSc1cc(C(=O)NC2CC2)c2ccccc2n1
101	-8	CCOC(=O)C(NC(=O)c1cccnc1)(Nc1cc(Cl)ccc1OC)C(F)(F)F (stereo not drawn)
102	13	CSc1ccccc1NC(=O)c1ccc2ccccc2c1
103	-2	Cc1cc(CN2CCN(Cc3nc(C(C)C)no3)CC2)on1
104	0	CN(CC(=O)NC1(C#N)CCCC1)C(c1ccccc1)c1ccccc1
105	9	CCOc1ccc(-n2nnnc2CNC(=O)Nc2ccc3c(c2)OCO3)cc1
106	-18	CC(C)(CC(=O)O)CC(=O)Nc1ccccc1
107	8	CC1CCC(NC(=O)c2csc3c2CCCCC3)CC1 (stereo not drawn)
108	3	CCCNC(=O)NC(=O)CSc1nc2ccccc2c(=O)n1CC
109	2	CCCCCNC(=O)C(C1CC1)n1c(=O)c(-c2cc3ccccc3[nH]2)nc2ccccc21 (stereo not drawn)
110	-1	CC(=O)Nc1ccc(OC2=NS(=O)(=O)c3ccccc32)cc1
111	-1	N#CCc1ccc(NC(=O)CNc2cccc(F)c2)cc1
112	0	CN(C)C(=O)CN1CCN(c2nc(-c3ccccc3)nc3ccccc23)CC1
113	11	CC(C)C(N)c1ccc2c(c1)OCCCO2 (stereo not drawn)
114	1	C=C(C)COc1ccc2c(=O)c(Oc3ccc(C(=O)OCC)cc3)c(C)oc2c1
115	-2	Cn1c(=O)c2[nH]c(N3CCN(C(=O)CN4CCN(c5ccccc5)CC4)CC3)nc2n(C)c1=O
116	8	CN(Cc1cccnc1)C(=O)c1nccnc1N
117	5	O=C(CC1C=CCC1)NC1CCN(Cc2cccc(C(F)(F)F)c2)CC1 (stereo not drawn)
118	0	N#CC1(NC(=O)CNc2cc(F)cc(F)c2)CCCC1
119	-2	NS(=O)(=O)c1ccc(N/N=C/c2cccc3ccccc23)c([N+](=O)[O-])c1
120	-3	COc1ccccc1Cc1c(-c2ccc(OC)c(OC)c2)nc2cc(C)c(Br)c(C)n12

# Overlap with the part before: 5 compounds, then new ones.
no.	LDHA inh	SMILES
116	8	CN(Cc1cccnc1)C(=O)c1nccnc1N
117	5	O=C(CC1C=CCC1)NC1CCN(Cc2cccc(C(F)(F)F)c2)CC1 (stereo not drawn)
118	0	N#CC1(NC(=O)CNc2cc(F)cc(F)c2)CCCC1
119	-2	NS(=O)(=O)c1ccc(N/N=C/c2cccc3ccccc23)c([N+](=O)[O-])c1
120	-3	COc1ccccc1Cc1c(-c2ccc(OC)c(OC)c2)nc2cc(C)c(Br)c(C)n12
121	2	Cc1cc(C)c(S(=O)(=O)N2CCN(C)CC2)cc1Br
122	4	Cc1ccc(B(O)O)c2cccnc12
123	4	CCCc1nnc(NC(=O)NCC(O)c2ccc(F)cc2)s1 (stereo not drawn)
124	1	O=C(Nc1ccc(Br)cc1)c1cc2ccc(O)cc2oc1=O
125	1	COc1cc(C2Nc3ccc(C)cc3[C@H]3OCCC[C@@H]23)cc(Cl)c1O (stereo partly drawn)
126	-2	Fc1ccc(NC(=S)NCCC(c2ccccc2)c2ccccc2)cc1Cl
127	2	CCCCCCc1cc2c3c(c(=O)oc2cc1OCC(=O)C(C)(C)C)CCC3
128	-7	CCN(CC(=O)NC(=O)NC)C1CC1
129	-1	O=C(Nc1cc(F)ccc1F)c1cc(-c2ccco2)nc2ccccc12
130	0	O=C(N/N=C/c1cccc(F)c1)C1CC1

# Screening data from PubChem BioAssay.

# These rows are one share of the data; count on the stated rates, not on these rows.
